Bioassay records as filed in PubChem.
Giardia FBPA inh: blocks Giardia fructose-bisphosphate aldolase activity. Potency, µM (doses to about 59.6 µM), without a hit: at the highest dose activity, negative = inhibition, hits mostly inhibitors. 0.71% of 290,000 active. A8B2U2. AID 2451. purified Giardia FBPA; active = well fitted inhibition curve with a large enough effect; inconclusive = small, poorly fitted or top-dose-only effect, or effect the other way; note: nearly all actives have a fitted effect of over 55% in size
Target sequence (A8B2U2 whole entry, looked up): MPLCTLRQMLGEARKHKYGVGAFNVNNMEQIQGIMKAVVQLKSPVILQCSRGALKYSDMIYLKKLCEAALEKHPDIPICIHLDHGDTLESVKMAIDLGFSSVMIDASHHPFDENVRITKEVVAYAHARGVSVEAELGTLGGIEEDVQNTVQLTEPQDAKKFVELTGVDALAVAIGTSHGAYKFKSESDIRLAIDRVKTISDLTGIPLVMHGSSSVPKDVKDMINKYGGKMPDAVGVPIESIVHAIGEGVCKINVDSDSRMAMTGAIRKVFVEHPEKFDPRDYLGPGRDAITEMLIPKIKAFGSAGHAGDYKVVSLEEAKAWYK
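Giardia FBPA (40 nM reagent) was preincubated 10 min at RT with compound (up to 57.5 uM final), then substrate plus GAPDH/TPI/NAD/arsenate coupling system with diaphorase/resazurin was added; resorufin fluorescence (525/598 nm) was read after 20 min.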
The depositor's hits bear a star; ? = inconclusive; & = joins results of further samples; [ ] = another dose, or the depositor's remark. % is set by controls: 0 for no effect and ±100 for the full control effect; potency is the fitted concentration of half-maximal effect. Only part of the results is shown. The share of hits here may be higher or lower than overall.

Start of the listing, in advance (four entries):
SMILES	Giardia FBPA inh
CS(=O)(=O)CCNCc1nc(-c2ccc3ncnc(Nc4ccc(OCc5cccc(F)c5)c(Cl)c4)c3c2)cs1	-23%&-16%
O=C(c1cccc(F)c1)N1CCC2(CCCN(c3ccccc3)C2)CC1	-1%
CN(C)c1ncc2nc(-c3ccccc3)c(=O)n(C)c2n1	0%
OCCN1CC(O)C(O)C(O)C1CO (stereo unspecified)	11%

All compounds of this part, repeating the preview:
SMILES	Giardia FBPA inh
CS(=O)(=O)CCNCc1nc(-c2ccc3ncnc(Nc4ccc(OCc5cccc(F)c5)c(Cl)c4)c3c2)cs1	-23%&-16%
O=C(c1cccc(F)c1)N1CCC2(CCCN(c3ccccc3)C2)CC1	-1%
CN(C)c1ncc2nc(-c3ccccc3)c(=O)n(C)c2n1	0%
OCCN1CC(O)C(O)C(O)C1CO (stereo unspecified)	11%
COP(=O)(OC)[C@@H](O)C(Cl)(Cl)Cl	4%[21.7 µM]
COc1ccccc1-c1nccc(NCc2cnc(C)cn2)n1	-16%
COc1cc2c(cc1OC)-c1cc(=Nc3c(C)cc(C)cc3C)n(C)c(=O)n1CC2	-6%&-15%
NC(=O)c1ncn([C@H]2O[C@@H](CO)[C@@H](O)[C@@H]2O)n1	0%[21.7 µM]
COC(=O)[C@@]1(Cc2ccccc2)[C@H]2c3cc(C(=O)N(C)C)[nH]c3C[C@H]2CN1C(=O)c1ccccc1	-3%
CCN1C(C)=C(C(=O)OC(C)C)C(c2ccccc2Cl)C(C(=O)O)=C1C(=O)O (stereo unspecified)	0%
CN(Cc1ccco1)c1ccnc(-c2ccccc2C(F)(F)F)n1	-6%
CN(Cc1ccco1)c1nc(-c2cccc(C#N)c2)nc2ccccc12	-18%
COC(=O)CC1C(C)(C)C(OC(C)=O)C2CC3C4CC(=O)OC(c5ccoc5)[C@]4(C)CCC3[C@@]1(C)C2=O (stereo partly specified)	-1%
CC(C)C[C@H](NC(=O)[C@H](CCCCN)NC(=O)[C@H](CCC(N)=O)NC(=O)[C@H](Cc1cnc[nH]1)NC(=O)[C@H](Cc1cnc[nH]1)NC(=O)[C@@H](N)C(C)C)C(=O)N[C@H](C(=O)N[C@@H](Cc1ccccc1)C(=O)N[C@@H](Cc1ccccc1)C(=O)N[C@@H](C)C(=O)N[C@@H](CCC(=O)O)C(=O)N[C@@H](CC(=O)O)C(=O)N[C@H](C(=O)NCC(=O)N[C@@H](CO)C(=O)N[C@@H](CC(N)=O)C(=O)N[C@@H](CCCCN)C(=O)O)C(C)C)C(C)C	2%
Cc1noc(C)c1C(=O)N1CCC2(CCCN(c3ncccn3)C2)CC1	-2%
COc1ccccc1-c1cc(NCc2cccs2)ncn1	2%
C=CCC(C)(O)c1ccsc1 (stereo unspecified)	2%
CC(=O)OCC1OC(C#Cc2ccccc2)C=CC1O (stereo unspecified)	-1%[12.9 µM]
C=CC(C1=CC(=O)C=CC1=O)c1ccccc1 (stereo unspecified)	?
C=CCN1C[C@H](C)N([C@H](c2ccc(C(=O)N(CC)CC)cc2)c2cccc(O)c2)C[C@H]1C	1%
CCCCC[C@H](O)/C=C/[C@@H]1[C@H]2C/C(=C/CCCC(=O)O)O[C@H]2C[C@H]1O	4%
CC(C)=CCCC1(C)C=Cc2c(c(C)cc3c2[nH]c2ccccc23)O1 (stereo unspecified)	-27%
CO[C@H]1COC(=O)[C@@H](C)COC(=O)[C@@H](OCc2ccccc2)/C=C\[C@@H]1C	1%[12.9 µM]
COC(=O)c1ccccc1S(=O)(=O)N1CCc2nc(-c3ccc(OC)cc3C)c3c(c2C1)CO[C@@H](c1ccccc1)C3	5%[12.9 µM]
CC(C)[C@H](NC(=O)[C@H](CCC(N)=O)NC(=O)CNC(=O)[C@@H]1CCCN1C(=O)[C@H](Cc1ccc(O)cc1)NC(=O)CN)C(=O)O	-2%
C=CCCN(C(C)C(=O)OC)S(=O)(=O)c1ccccc1Br (stereo unspecified)	7%
CCCn1c(C)nc2c(NC3CCN(Cc4ccccc4)C3)nc(C)nc21 (stereo unspecified)	-1%
COc1ccc2[nH]cc(CCNc3ccnc(-c4cccnc4)n3)c2c1	-6%
COc1ccc(-c2nc3cnc(Nc4ccccc4)nc3n(Cc3cccs3)c2=O)cc1	9%
Cc1ccc(NC(=O)N(C)C)cc1Cl	-1%

Single entries from above:
COc1ccccc1-c1cc(NCc2cccs2)ncn1 in Giardia FBPA inh → 2%
C=CCC(C)(O)c1ccsc1 (stereo unspecified) in Giardia FBPA inh → 2%
C=CCN1C[C@H](C)N([C@H](c2ccc(C(=O)N(CC)CC)cc2)c2cccc(O)c2)C[C@H]1C in Giardia FBPA inh → 1%
CCCn1c(C)nc2c(NC3CCN(Cc4ccccc4)C3)nc(C)nc21 (stereo unspecified) in Giardia FBPA inh → -1%
COc1ccc2[nH]cc(CCNc3ccnc(-c4cccnc4)n3)c2c1 in Giardia FBPA inh → -6%

The listing continues.
SMILES	Giardia FBPA inh
Cc1nc(N=Nc2ccc(S(=O)(=O)O)cc2S(=O)(=O)O)c(COP(=O)(O)O)c(C=O)c1O	4%&-3%
O=C1[C@H]2[C@H]3[C@H](O)[C@H](O)C/C(=N/OCc4ccccc4)[C@H]3CC[C@@H]2C(=O)N1Cc1ccc2c(c1)OCO2	-2%[12.9 µM]
CN1C[C@H](C(=O)N[C@]2(C)O[C@@]3(O)C4CCCN4C(=O)[C@H](Cc4ccccc4)N3C2=O)C[C@@H]2c3cccc4[nH]cc(c34)C[C@H]21 (stereo partly specified)	-4%&0%
COc1ccc(-n2[nH]c3c4c(ncc3c2=O)CCCCC4)cc1	7%
N#Cc1cccc(-c2nc3cnc(N4CCOCC4)nc3n(C[C@H]3CCCO3)c2=O)c1	2%
COc1ccc2[nH]c(I)c(CCNC(C)=O)c2c1	0%
O=C(c1cccc(F)c1)N1CCC2(CC1)CCN(c1ncccn1)CC2	5%
COc1cccc(Cn2c(=O)c(-c3ccccc3)nc3cnc(N4CCNCC4)nc32)c1	3%
COCC1C2CC[C@H]3C(OCc4ccc(F)cc4C(F)(F)F)OC[C@]4(C)[C@H]3C2=C(CN4C(=O)OC(C)(C)C)[C@H](C)C1COC (stereo partly specified)	-8%
COCCn1c(=O)c(-c2ccc(OC)cc2)nc2cnc(Oc3ccc(OC)cc3)nc21	-1%
CC(C)(O)C1C2OC(=O)C1[C@]1(O)CC3O[C@@]34C(=O)OC2[C@@]14C (stereo partly specified)	2%
CC(=O)N1CCC2(CCCN(C(=O)Nc3cccc(C#N)c3)C2)CC1	-1%
Cc1cc2c(c(C)c1Cl)C(c1ccc3c(c1)OCO3)CC(O)(c1ccccc1)O2 (stereo unspecified)	-10%
O=C(c1cccc(F)c1)N1CCC2(CCCN(Cc3nccs3)C2)CC1	2%
COC(=O)N1C2(C=CC1(C)C(=O)NCc1ccc(N(C)C)cc1)CCCCC2 (stereo unspecified)	-10%
CNc1ccnc(-c2ccccc2C)n1	-10%
CNCCCCCCCCSc1nc(C(C)C)ccc1C(=O)c1cccs1	?
CCC(C(N)=O)N1CCCC1=O (stereo unspecified)	3%
c1cc2c(c(N3CCNCC3)c1)OCCO2	-20%
Cc1cnc(CNc2cc(-c3ccoc3)ncn2)cn1	?
COC(=O)C1CC1C(NC(=O)[C@@H]1CCCN1)c1ccccc1 (stereo partly specified)	2%
CC(/C=C/c1cccc(Oc2ccc(F)cc2)c1)N(O)C(N)=O (stereo unspecified)	-5%
CN1CCN(c2ncnc3ccc(-c4ccoc4)cc23)CC1	-4%
COC(=O)CNC(=O)[C@@]1(Cc2ccccc2)C=C[C@@H](C)N1C(=O)c1ccccc1	1%
CCCCC/C=C\CC1OC1C/C=C\C/C=C\CCCC(=O)O (stereo unspecified)	5%
CCCSP(=S)(OCC)Oc1ccc(Cl)cc1Cl (stereo unspecified)	?
CC/C=C\C/C=C\C/C=C\C/C=C\C/C=C\C/C=C\CCC(=O)NCCCC(=O)O	-2%
N#CCCn1c(=O)cnc2cnc(OCc3ccccc3)nc21	-2%
NCCC[C@@H](CC(=O)N[C@@H]1CCCC[C@H]1C(=O)N[C@H](CC(=O)N[C@@H](CCC(=O)O)CC(=O)O)Cc1ccccc1)NC(=O)C[C@H](Cc1ccccc1)NC(=O)[C@@H]1CNCC[C@H]1N	-14%
C=CCSC[C@@H]1Nc2cc(Cl)c(S(N)(=O)=O)cc2S(=O)(=O)N1	-22%[21.7 µM]
N#CCCn1c(=O)c(-c2ccc(F)cc2)nc2cnc(Oc3ccccc3)nc21	7%
Cc1cnc(CNc2ccnc(-c3ccccc3C(F)(F)F)n2)cn1	-7%
COc1ccccc1C1(O)CCN(CCCn2c3ccccc3c3ccccc32)CC1	0%
CSCC[C@H](NC(=O)[C@H](Cc1ccccc1)NC(=O)[C@H](Cc1cnc[nH]1)NC(=O)CNC(=O)[C@@H](NC(=O)[C@H](C)NC(=O)[C@H](Cc1c[nH]c2ccccc12)NC(=O)[C@H](CC(C)C)NC(=O)[C@H](CC(N)=O)NC(=O)CN)[C@@H](C)O)C(N)=O	0%
CCOC(=O)CCN1C(=O)[C@H]2[C@H]3[C@H](O)[C@H](O)C/C(=N/NC(=O)OCc4ccc(OC)cc4)[C@H]3CC[C@@H]2C1=O	4%[12.9 µM]
CC1=C(/C=C/C(C)=C/C=C/C(C)=C/C=C/C=C(C)/C=C/C=C(C)/C=C/C2=C(C)C(=O)CCC2(C)C)C(C)(C)CCC1=O	-8%
CCCn1c(-c2ccc(F)cc2)nc2c(NCCN3CCSCC3)nc(C)nc21	1%
CC(C)(O)c1[se]c2ccccc2c1I	-13%[89.2 µM]
CS(=O)(=O)Nc1cccc(-c2nc(N3CCOCC3)c3ccccc3n2)c1	-5%
C[C@@](O)(/C=C/[C@H]1CC=CC(=O)O1)[C@@H](C[C@@H](O)\C=C/C=C\C=C\CO)OP(=O)(O)O	1%[12.9 µM]
C=C1CCC(O)C/C1=C\C=C1/CCCC2(C)C1CCC2C(C)CCCC(C)C (stereo unspecified)	-4%
CCC1OC(=O)C(C)[C@@H](O[C@H]2C[C@@](C)(OC)C(O)C(C)O2)C(C)[C@@H](O[C@@H]2OC(C)CC(N(C)C)C2O)[C@@](C)(O)CC(C)C(=O)[C@@H](C)C(O)[C@]1(C)O (stereo partly specified)	17%
C[N+]1(C)CC(O)[C@H](C(=O)[O-])C1 (stereo partly specified)	-21%
COC(=O)c1ccc(C(/C=C/[C@@H](C)C(=O)NCc2ccccc2)NC(=O)OCc2ccccc2)cc1 (stereo partly specified)	0%
Cc1ccc(S(=O)(=O)NC(=O)NN2C[C@H]3CCC[C@@H]3C2)cc1	-4%[21.7 µM]
CCOC(=O)C1C(C(=O)OC)=C(CC(C)C)c2ccccc2N1S(=O)(=O)C(F)(F)F (stereo unspecified)	-8%
CC(C)CN1CCCC2(CCN(C(=O)c3cccn3C)CC2)C1	-4%
O=C(Nc1cccc(F)c1)N1CCCC2(CCN(C(=O)c3ccncc3)CC2)C1	4%
CC1(OC(=O)c2ccc(Cl)nc2)C(=O)C=C2C=C(C3CC3)OC=C2C1=O (stereo unspecified)	-11%
Cc1ccc([N+](=O)[O-])cc1S(=O)(=O)N(C)C	-3%&0%&-3%&-2%
CCCN(CCC)CCc1cccc2c1CC(=O)N2	1%&-5%
CC1(C)OCC(CSC2=C(SCC3COC(C)(C)O3)C(=O)c3ncccc3C2=O)O1 (stereo unspecified)	1.8µM*
CN(C)[C@@H]1C(=O)C(C(N)=O)=C(O)[C@]2(O)C(=O)C3=C(O)c4c(O)ccc(Cl)c4[C@](C)(O)[C@H]3C[C@@H]12	-26%[21.7 µM]
CS(=O)(=O)Nc1ccc([N+](=O)[O-])cc1OC1CCCCC1	12%
CN(C)C(=O)c1ccc(-c2ccc3ncnc(NCc4ccccc4)c3c2)cc1	3%
CCCCCCCC1Cc2ccccc2C(C(C(=O)OC)C(=O)OC)N1C(=O)OC (stereo unspecified)	1%
CC(=O)OCC(=O)C1CCC2C3CCC4=CC(=O)CC[C@@]4(C)C3CC[C@]12C (stereo partly specified)	3%
CC(C)=CCC/C(C)=C/CC/C(C)=C/CSCC(=O)O	6%
CCCCC[C@H](O)/C=C/C=C\CCCCCCCCCC(=O)O	4%
COc1c(OC)c2occc2c2oc(=O)ccc12	-8%

Some of these compounds in order of heavy-atom count, falling.
SMILES	Giardia FBPA inh
CN(C)[C@@H]1C(=O)C(C(N)=O)=C(O)[C@]2(O)C(=O)C3=C(O)c4c(O)ccc(Cl)c4[C@](C)(O)[C@H]3C[C@@H]12	-26%[21.7 µM]
CC(=O)OCC(=O)C1CCC2C3CCC4=CC(=O)CC[C@@]4(C)C3CC[C@]12C (stereo partly specified)	3%
CC1(OC(=O)c2ccc(Cl)nc2)C(=O)C=C2C=C(C3CC3)OC=C2C1=O (stereo unspecified)	-11%
CS(=O)(=O)Nc1ccc([N+](=O)[O-])cc1OC1CCCCC1	12%

Three entries picked at random from the list so far, as already listed:
SMILES	Giardia FBPA inh
CCCCC[C@H](O)/C=C/C=C\CCCCCCCCCC(=O)O	4%
CN(C)c1ncc2nc(-c3ccccc3)c(=O)n(C)c2n1	0%
Cc1cnc(CNc2cc(-c3ccoc3)ncn2)cn1	?

The results go on:
SMILES	Giardia FBPA inh
Cn1c(=O)cnc2cnc(OCc3ccccc3)nc21	-4%
O=C(Oc1ccccc1)N1CCC[C@@]2(CCN(Cc3nccs3)C2)C1	0%
C/C(CCN1CCCCc2nc(C)c(C)cc21)=N\OC[C@@H](C)[C@H](OCc1ccccc1)C(C)C	0%[12.9 µM]
CC(=O)[C@H]1CCC2C3CC[C@H]4C[C@H](O)CC[C@]4(C)C3CC[C@@]21C (stereo partly specified)	2%
CCOC(=O)C12CC1/C(=N/O)c1ccccc1O2 (stereo unspecified)	-6%
COC(=O)C1=C[C@@H](C(=O)OC)[C@@H]2C3=C(C(=O)C2(C)C)[C@H](c2ccccc2)[C@@H]2C(=O)N(c4ccccc4)C(=O)[C@@H]2[C@@H]3C1	-8%
CNC(=O)[C@H]1O[C@@H](n2cnc3c(NCc4cccc(I)c4)ncnc32)[C@H](O)[C@H]1O	0%
